# p53 reactivation: restores transcriptional activity of mutant p53 | H1299 p53-A138V BP100-luciferase reporter, luminescence, 24 h | Potency, µM (highest dose often 92.2 µM), without a hit: at the highest dose activity change, positive = activation, usual class: activators | actives 0.063% (n = 320,000); further: potency means the concentration at half of the fitted maximal effect; % of control where 0% means no effect; nearly all actives have a fitted effect of over 45% in size
#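 p53-null H1299 cells stably carrying temperature-sensitive p53-A138V and a BP100-luciferase reporter were pinned with compounds (4-point, 1:5 series) and held 24 hrs at 37 deg C. Luminescence was read 10 min after detection reagent.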
# BRCA1 expr act: BRCA1 expression activation | MCF7-BRCA1-FFLuc reporter, luminescence, 48 h; response scale: scaled: vehicle 0%, 10 µM genistein 100% | Potency, µM (highest dose often 46.1 µM), without a hit: at the top dose activation, hits mostly activators | actives 1.1% (n = 380,000); further: potency means the concentration at half of the fitted maximal effect; nearly all actives have a fitted effect of over 80% in size; some results filed as inactive show a strong effect at the top dose
#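 Luminescence from a BRCA1-driven firefly luciferase in MCF7 cells was read after 48 h compound exposure at 37 C. Data normalized against DMSO and a 10microM genistein activation control, then curve-fitted across the titration.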
# Gal4-VP16 FLuc: counter-screen for ROR gamma inhibitors: Gal4-VP16 reporter. actives 3.5% (n = 310,000). Drosophila S2 Gal4-VP16 UAS-luciferase, luminescence, 20 h. Potency, µM (highest dose often 53.6 µM), inactives show top-dose activity, negative = inhibition, usual class: inhibitors;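 further: Gal4-VP16 expression switched on by copper sulfate through the metallothionein promoter; potency means the concentration at half of the fitted maximal effect; on the % scale 0 is the no-effect control and ±100 the full control effect; nearly all actives have a fitted effect of over 50% in size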
# NPC1 prom act: activates the NPC1 promoter. AID 485313. Potency, µM (highest dose often 9.22 µM), for inactives: at the highest dose activation, most hits filed as activators. actives 2.4% (n = 320,000). Huh7 NPC1 promoter luciferase reporter, 24 h;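 further: potency means the concentration at half of the fitted maximal effect; % of control where 0% means no effect; nearly all actives have a fitted effect of over 60% in size; reporter is driven by a mutant NPC1 promoter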
#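 Compounds in DMSO were transferred onto Huh7 NPC1-luciferase reporter cells pre-incubated 2 h; after 24 h at 37 °C, Amplite reagent was dispensed and luminescence recorded 10 min later.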
# Rab9 promoter act: activates the Rab9 promoter | Huh7 Rab9 promoter-luciferase reporter, luminescence, 24 h | Potency, µM (titrated, usually from 9.22 µM), for inactives: top-dose activation, negative = inhibition, hits mostly activators | actives 2.8% (n = 320,000); further: potency means the concentration at half of the fitted maximal effect; % of control where 0% means no effect; nearly all actives have a fitted effect of over 60% in size
#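 Stable Rab9-luc Huh7, 1500 cells/well, 2 h settle; cmpd in DMSO, 24 h, 37 °C/5% CO2; luciferase reagent 10 min RT; luminescence.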
# ELG1 genotoxic: genotoxicity induction in ELG1-luciferase HEK293T cells | HEK293T ELG1-luciferase reporter, luminescence, 16 h | Potency, µM (doses to about 46 µM), for inactives: at the highest dose activity change, positive = activation, actives largely listed as activators | actives 1.3% (n = 330,000) | AID 504466; further: potency means the concentration at half of the fitted maximal effect; % of control where 0% means no effect; nearly all actives have a fitted effect of over 60% in size
#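 Genotoxicity was scored as increased ELG1-luciferase reporter signal, measured by ONE-Glo luminescence (30 min, room temperature). Compound or vehicle exposure of the HEK293T reporter cells lasted 16 hr at 37°C.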
# FLuc counter: firefly luciferase modulation, counter-screen for miR-21 project. P08659. purified FLuc, Km substrates, luminescence inhibition. Potency, µM (top dose mostly 57.5 µM), inactives show top-dose activity change, negative = inhibition, usual class: inhibitors. actives 6.9% (n = 360,000). AID 588342;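 further: potency means the concentration at half of the fitted maximal effect; plate controls were vehicle for no effect and reference inhibitor for full effect; nearly all actives have a fitted effect of over 55% in size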
#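 Purified P. pyralis luciferase, 10 nM final, with Km-level 10 uM D-luciferin and 10 uM ATP in 50 mM Tris acetate pH 7.5, 10 mM Mg acetate, 0.01% Tween-20, 0.05% BSA; 6-point qHTS titration about 60 µM downward; luminescence read.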
# RORgamma inh: ROR gamma (mouse) transcription inhibition; P51450; AID 2551; actives 5.4% (n = 310,000); Potency, µM (doses to about 53.6 µM), inactives show top-dose activity change, negative = inhibition, actives largely listed as inhibitors; Drosophila S2 Gal4-RORgamma UAS-luciferase reporter, 20 h; further: potency means the concentration at half of the fitted maximal effect; on the % scale 0 is the no-effect control and ±100 the full control effect; nearly all actives have a fitted effect of over 60% in size
# Target sequence (P51450 whole entry, looked up, the tested form may be a part): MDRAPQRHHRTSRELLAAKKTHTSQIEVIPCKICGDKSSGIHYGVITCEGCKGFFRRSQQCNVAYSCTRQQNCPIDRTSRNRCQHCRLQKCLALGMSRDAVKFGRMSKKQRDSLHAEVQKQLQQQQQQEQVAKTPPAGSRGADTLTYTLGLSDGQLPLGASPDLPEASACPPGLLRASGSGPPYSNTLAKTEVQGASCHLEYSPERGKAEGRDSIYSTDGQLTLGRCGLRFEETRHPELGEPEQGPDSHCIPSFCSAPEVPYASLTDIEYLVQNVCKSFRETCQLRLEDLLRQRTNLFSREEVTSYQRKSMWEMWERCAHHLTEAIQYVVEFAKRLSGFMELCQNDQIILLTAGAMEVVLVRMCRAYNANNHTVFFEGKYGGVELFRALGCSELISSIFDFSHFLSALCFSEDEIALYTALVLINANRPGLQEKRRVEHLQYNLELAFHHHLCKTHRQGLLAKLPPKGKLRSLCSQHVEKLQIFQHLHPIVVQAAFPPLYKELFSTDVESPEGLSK
#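 Compounds are pin-transferred onto Drosophila Schneider cells expressing a copper-inducible Gal4–ROR gamma transactivation domain fusion. After 1 hr, copper sulfate is added to 700 uM final; luciferase is read 20 hr later.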
# Menin-MLL TR inh: displaces Texas Red mutant MLL peptide from human menin | O00255 | Menin + Texas Red MLL mutant peptide, fluorescence polarization | Potency, µM (top dose mostly 61.6 µM), for inactives: at the highest dose FP activity change, negative = inhibition, hits mostly inhibitors | actives 0.23% (n = 270,000); active means well fitted inhibition curve with a large enough effect in the polarisation, with a control signal flat, not every such curve was filed as active; inconclusive means small, poorly fitted or top-dose-only effect, or effect the other way, or a change in a side signal; inactive means no such curve, though single readings can be large or run the other way; the % refers to the polarisation; further: potency means the concentration at half of the fitted maximal effect; % of control where 0% means no effect; many of its hits are not listed in these tables
# Giardia kill: Giardia lamblia killing | actives 0.15% (n = 340,000) | activity change, % at 7.66 µM, hits read low | Giardia lamblia trophozoite viability; in the data active means activity change below about -80%; inconclusive means between about -30% and that limit;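 further: parasites exposed to compound for two days anaerobically before the ATP read; on the % scale 0 is the no-effect control and ±100 the full control effect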
#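 Compounds were tested on trophozoites seeded at 100 cells/well and held 48 hrs at 37 deg C anaerobically. An ATP-based luminescent kit measured the remaining live cells.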
# PKM2 act: increases activity of human pyruvate kinase M2; P14618; purified PKM2, Kinase-Glo ATP luminescence, activation; response scale: 0% is enzyme alone, no compound; Potency, µM (doses to about 57.5 µM), inactives show at the highest dose activation, actives largely listed as activators; actives 0.34% (n = 260,000); AID 1631; further: potency means the concentration at half of the fitted maximal effect; on the % scale 0 is the no-effect control and ±100 the full control effect; nearly all actives have a fitted effect of over 55% in size
# Target sequence (P14618 whole entry, looked up): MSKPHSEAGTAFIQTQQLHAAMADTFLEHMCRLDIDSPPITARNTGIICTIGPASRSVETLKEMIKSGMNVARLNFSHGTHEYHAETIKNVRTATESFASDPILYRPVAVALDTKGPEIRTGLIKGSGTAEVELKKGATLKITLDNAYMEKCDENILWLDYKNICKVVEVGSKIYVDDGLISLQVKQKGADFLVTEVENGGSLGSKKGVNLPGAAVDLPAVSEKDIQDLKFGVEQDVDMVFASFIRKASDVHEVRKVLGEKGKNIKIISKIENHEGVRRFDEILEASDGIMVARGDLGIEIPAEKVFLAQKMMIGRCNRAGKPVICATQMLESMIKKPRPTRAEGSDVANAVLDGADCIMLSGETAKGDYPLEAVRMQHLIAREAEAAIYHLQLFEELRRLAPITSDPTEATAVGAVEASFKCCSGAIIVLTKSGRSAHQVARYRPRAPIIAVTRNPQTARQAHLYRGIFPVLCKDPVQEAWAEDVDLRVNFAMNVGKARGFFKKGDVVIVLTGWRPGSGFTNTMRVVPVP
#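 Purified hPK-M2 (>95% pure) converted ADP (0.1 mM final) to ATP with 0.5 mM PEP in 50 mM imidazole pH7.2, KCl, MgCl2, Tween 20, BSA; 1 h at room temperature. ATP detected by Kinase-Glo luminescence.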
# Active calls of the source: *; ? = inconclusive; / = no result given; & = joins results of further samples; [ ] = another dose, or the depositor's remark. Unless noted, the call rests on the fitted dose curve; in most records, active means well fitted curve in the direction sought with a large enough effect; inconclusive means small, poorly fitted or top-dose-only effect, or another doubt; inactive means no such curve, though single readings can be large; an effect the other way counts as inactive or inconclusive. Not all compounds are listed. The share of hits here may be higher or lower than overall.
# Under each structure – p53 reactivation	BRCA1 expr act	Gal4-VP16 FLuc	NPC1 prom act	Rab9 promoter act	ELG1 genotoxic	FLuc counter	RORgamma inh	Menin-MLL TR inh	Giardia kill	PKM2 act
1	CC(=O)Nc1ccc(C(=O)OCC(=O)N(c2ccccc2)C2CCS(=O)(=O)C2)cc1 (stereo not drawn)
    -3%	3%	/	-2%	-2%	6%	2%	/	/	-9	/
2	CC(C)C(=O)Nc1ccccc1C(=O)OCC(=O)c1ccc2c(c1)OCCO2
    ?	-1%	-21%	?	2.8µM*	0%	1.3µM*	-33%	12%	-8	-6%
3	O=C(NC12CC3CC(CC(C3)C1)C2)C12CC3CC(C1)CC(n1cnc(Cl)n1)(C3)C2
    -2%	-5%	-2%	-2%	-1%	-5%	-1%	-16%	?	-5	0%
4	Cc1nc2ccc(C(C(F)(F)F)(C(F)(F)F)C(F)(F)F)cc2[nH]1
    -4%	-24%	?	-3%	-5%	-3%	?	-24%	26%	3	0%
5	Cc1ccccc1C(=O)NCCNC(=O)c1ccccn1
    0%	-5%	-7%	1%	3%	-1%	-1%	?	4%	-10	/
6	CS(=O)(=O)c1nc(S(=O)(=O)c2ccc(Cl)cc2)c(NCCCN2CCOCC2)s1
    10%	-2%	0%	-5%	1%	-1%	4%	7%	/	-7	/
7	CSc1ccccc1C(=O)NC1CCCC1
    -3%	3%	-2%	4%	-1%	2%	-2%	-3%	-5%	13	-20%
8	CC(=O)c1ccc(OCCCC(=O)NC2CCCCC2C)cc1 (stereo not drawn)
    -4%	-20%	1%	0%	-2%	-5%	0%	-2%	?	21	-1%
9	O=C(c1cnn2c(C(F)(F)F)cc(-c3ccco3)nc12)N1CCCCCC1
    4%	-2%	-12%	-3%	2%	0%	11%	21%	-6%	-12	-4%
10	Cc1cccc(OCc2nnc(SCC(=O)c3cccs3)n2C)c1C
    -2%	-39%	10%	2%	-10%	-2%	-3%	14%	0%	13	-1%
11	OCCC1CN(Cc2nc3c(s2)CCCC3)CCN1Cc1ccsc1 (stereo not drawn)
    2%	-18%	3%	-1%	-3%	-3%	2%	-25%	-16%	-9	3%
12	CCOC(=O)/C=c1\s/c(=C\c2ccc3c(c2)OCCO3)c(=O)n1CC(=O)NCC1CCCO1 (stereo not drawn)
    3%	-8%	3%	-2%	-8%	?	-14%	15%	?	-1	0%
13	Fc1ccc(-c2cnn3c(-c4cccs4)ccnc23)cc1
    ?	1%	?	4.5µM*	4µM*	7%	0.76µM*	?	?	-10	-19%
14	O=C(c1ccco1)N1CCN(C(=O)c2ccc(-c3ccc(Cl)cc3)o2)CC1
    6%	2%	/	1%	9%	-7%	17µM*	/	/	5	/
15	CCOC(=O)N1CCN(Cc2nc3c(c(=O)n(C)c(=O)n3C)n2Cc2ccc(F)cc2)CC1
    -11%	-6%	-13%	-2%	0%	-1%	11%	?	-3%	42[activator]	1%
16	O=C(COc1ccc(Cl)cc1)NCCS(=O)(=O)N1CCN(c2ccc(F)cc2)CC1
    -1%	-9%	-4%	-5%	0%	-5%	5%	23%	0%	-28	/
17	CC(C)(O)C(=O)N=Nc1c(O)[nH]c2ccccc12
    0%	55%	?	?	?	?	?	?	5%	-18	10%
18	O=C(C1CCCCC1)N(CCN1CCCC1)c1nc2ccccc2s1
    26%	72%	-9%	10%	14%	5%	-15%	5%	-25%	13	-4%
19	Cc1ccc(Cl)cc1N1CCN(C(=O)C2CCC(=O)N(C3CCCCCC3)C2)CC1 (stereo not drawn)
    -2%	-9%	?	-22%	-26%	-8%	1%	-31%	/	26	-1%
20	Cc1c(C(=O)NCCN(C)C)oc2ccc(S(=O)(=O)N3CCC4(CC3)OCCO4)cc12
    -2%	-16%	-20%	0%	-3%	5%	0%	-4%	4%	29	-5%
21	Fc1ccc(Nc2nnc(C(F)(F)F)s2)cc1
    5%	-11%	-6%	0%	-4%	-4%	-6%	18%	/	-7	-9%
22	COc1ccc(CCN(C)C(=O)C2CCCN(C3CCN(Cc4ccccc4)CC3)C2)cc1OC (stereo not drawn)
    -9%	-10%	-11%	0%	0%	-8%	2%	-13%	-11%	-25	/
23	COc1cc(C=O)ccc1OCc1ccccc1Br
    ?	78%	11µM*	?	?	?	9.5µM*	10µM*	7%	-23	-10%
24	Cn1c(-c2ccc(F)cc2)cnc1NCc1ccc(F)cc1F
    3%	69%	3%	1%	0%	-5%	-12%	-35%	-16%	-3	6%
25	COc1cc(OC)c2ccc(=O)oc2c1C(CCN1CCCC(C)C1)c1ccc2c(c1)OCO2 (stereo not drawn)
    -3%	13%	-8%&-12%	1%	-4%	4%	2%	-26%&-10%	-1%	-29&3	-1%
26	CCNC(=O)C(=O)NCC1OCCCN1S(=O)(=O)c1cccs1 (stereo not drawn)
    -1%	15%	?	-1%	-1%	0%	10%	20%	-1%	36[activator]	1%
27	Cc1cc(Nc2cc(C)on2)n2ncnc2n1
    5%	2%	1%	-5%	-3%	14%	5%	-20%	-10%	7	-13%
28	FC(F)(F)c1cnc(-c2cnc(-c3ccccn3)nc2)c(Cl)c1
    17%	?	-11%	?	0.71µM*	2%	11µM*	5.6µM*	2%	-18	-11%
29	CN(C)c1ccc(/C=N/OC(=O)Nc2ccccc2Cl)cc1
    8%	1%	-7%	5%	29%	10%	24µM*	-42%	2%	6	-3%
30	O=C(CSc1nc2ccccc2c(=O)n1-c1cccc(C(F)(F)F)c1)NC1CC1
    -5%	-37%	10%	-1%	1%	-4%	0%	0%	-6%	-5	-1%

# Structural class: those above containing an NH in an aromatic ring (2)
# Under each structure – p53 reactivation	BRCA1 expr act	Gal4-VP16 FLuc	NPC1 prom act	Rab9 promoter act	ELG1 genotoxic	FLuc counter	RORgamma inh	Menin-MLL TR inh	Giardia kill	PKM2 act
4	Cc1nc2ccc(C(C(F)(F)F)(C(F)(F)F)C(F)(F)F)cc2[nH]1
    -4%	-24%	?	-3%	-5%	-3%	?	-24%	26%	3	0%
17	CC(C)(O)C(=O)N=Nc1c(O)[nH]c2ccccc12
    0%	55%	?	?	?	?	?	?	5%	-18	10%

# Further structures
# Under each structure – p53 reactivation	BRCA1 expr act	Gal4-VP16 FLuc	NPC1 prom act	Rab9 promoter act	ELG1 genotoxic	FLuc counter	RORgamma inh	Menin-MLL TR inh	Giardia kill	PKM2 act
31	CCC(=O)NC(Nc1sc2c(c1C(=O)OC)CCN(C)C2)(C(F)(F)F)C(F)(F)F
    4%	3%	-7%	-9%	-5%	0%	6%	?	-3%	2	-3%
32	O=C(Nc1cccc(Cl)c1)Nc1ccon1
    -10%	25%	-7%	8%	8%	-3%	-18%	-12%	31%[activator]	14	-1%
33	CN(C)C(=S)Nc1ccc(Cl)cc1
    -1%	21%	-4%	-5%	1%	-1%	3%	-21%	/	-21	-5%
34	CCCCCCn1cnc2c(c1=O)c1nc3ccccc3nc1n2/N=C/c1ccco1
    17%	-17%	-7%	10%	0%	-8%	-14%	?	10%	26	-19%
35	CCc1ccc(C(O)(CC)C(CN2CCOCC2)c2ccccc2)cc1 (stereo not drawn)
    -2%	-21%	-4%	0%	-2%	-5%	4%	21%	?	-9	/

# Exported with tabs: 3 of the compounds above.
nr	canonical_smiles	p53 reactivation	BRCA1 expr act	Gal4-VP16 FLuc	NPC1 prom act	Rab9 promoter act	ELG1 genotoxic	FLuc counter	RORgamma inh	Menin-MLL TR inh	Giardia kill	PKM2 act
32	O=C(Nc1cccc(Cl)c1)Nc1ccon1	-10%	25%	-7%	8%	8%	-3%	-18%	-12%	31%[activator]	14	-1%
7	CSc1ccccc1C(=O)NC1CCCC1	-3%	3%	-2%	4%	-1%	2%	-2%	-3%	-5%	13	-20%
1	CC(=O)Nc1ccc(C(=O)OCC(=O)N(c2ccccc2)C2CCS(=O)(=O)C2)cc1 (stereo not drawn)	-3%	3%	/	-2%	-2%	6%	2%	/	/	-9	/
